# Screening results from PubChem.
# PLK1 inh = human PLK1 kinase inhibitors, primary screen, biochemical, TR-FRET. Serine/threonine-protein kinase PLK1 (Homo sapiens), P53350. recombinant PLK1 kinase, TR-FRET peptide phosphorylation. inhibition, % at 10 µM. hit rate 0.53% among 97,000;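 active means inhibition of 50% or more in the single-concentration screen; inactive means inhibition below 50%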;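 further: 0% = DMSO max control and 100% = H-89 dihydrochloride min control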
# Plk1 PBD FP = Plk1 polo box domain binding inhibitors, primary screen, biochemical, fluorescence polarization. Serine/threonine-protein kinase PLK1 (Homo sapiens), P53350. Plk1 PBD phosphopeptide binding. inhibition, %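 (tested at about 20 µM)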. hit rate 0.13% among 97,000. AID 693, 2007; in the data active means inhibition above about 34%, passing the limit was not always enough
# Mac1 fbg enh = enhancers of CD11b/CD18 adhesion to fibrinogen, primary screen, K562 cells, luminescence | Integrin beta-2 (Homo sapiens) + Integrin alpha-M (Homo sapiens), P05107+P11215 | ATPlite luminescence | activation, % at 10 µM | hit rate 0.07% among 93,000 | AID 1499, 2009;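 active means 10 µM primary screen giving 50% or more activity, confirmed by 40% or more on retest at that dose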; further: strong numbers were not always called active
# FAK blocker = FAK kinase inhibitors, primary screen, biochemical; Focal adhesion kinase 1 (Homo sapiens), Q05397; biochemical FAK kinase activity assay; inhibition, %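 (tested at 7 µM)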; hit rate 0.84% among 97,000; in the data active means inhibition above about 19%;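 further: 0% = DMSO and 100% = reference compound high control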
# Target sequence (Q05397 whole entry, looked up): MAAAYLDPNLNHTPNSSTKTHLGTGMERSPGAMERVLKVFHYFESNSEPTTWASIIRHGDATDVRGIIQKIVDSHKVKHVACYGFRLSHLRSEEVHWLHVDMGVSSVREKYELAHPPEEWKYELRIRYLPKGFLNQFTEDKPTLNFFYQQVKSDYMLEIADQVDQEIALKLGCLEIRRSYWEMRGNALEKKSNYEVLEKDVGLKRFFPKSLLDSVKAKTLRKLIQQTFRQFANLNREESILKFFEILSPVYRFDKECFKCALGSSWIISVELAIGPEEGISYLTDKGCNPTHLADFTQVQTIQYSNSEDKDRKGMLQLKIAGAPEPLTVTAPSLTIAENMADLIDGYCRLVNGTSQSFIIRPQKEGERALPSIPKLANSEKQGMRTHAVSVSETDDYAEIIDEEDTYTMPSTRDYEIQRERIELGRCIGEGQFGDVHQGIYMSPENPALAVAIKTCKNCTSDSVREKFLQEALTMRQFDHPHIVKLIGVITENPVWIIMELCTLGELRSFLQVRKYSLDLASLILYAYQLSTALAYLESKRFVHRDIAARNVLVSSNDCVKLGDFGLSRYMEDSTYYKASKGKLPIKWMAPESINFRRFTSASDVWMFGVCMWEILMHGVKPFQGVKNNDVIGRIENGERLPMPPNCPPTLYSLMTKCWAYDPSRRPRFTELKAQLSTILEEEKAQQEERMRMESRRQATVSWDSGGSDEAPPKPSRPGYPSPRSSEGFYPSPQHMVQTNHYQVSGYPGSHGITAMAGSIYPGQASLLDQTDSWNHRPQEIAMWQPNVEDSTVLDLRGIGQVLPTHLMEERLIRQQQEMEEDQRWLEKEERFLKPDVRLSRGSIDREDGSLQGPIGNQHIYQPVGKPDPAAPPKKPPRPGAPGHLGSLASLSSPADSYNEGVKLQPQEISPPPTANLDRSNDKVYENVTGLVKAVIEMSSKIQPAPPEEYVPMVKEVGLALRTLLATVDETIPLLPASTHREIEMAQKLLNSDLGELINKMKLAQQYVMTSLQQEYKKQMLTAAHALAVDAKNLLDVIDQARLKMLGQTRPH
# HIV Rev-RRE inh = HIV-1 Rev-RRE binding inhibitors, primary screen, biochemical, FRET, protein-RNA interaction. P05866. inhibition, % at 8 µM. hit rate 0.79% among 97,000. Rev peptide-RRE RNA binding. AID 704, 2007;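 active means inhibition above the screen-wide mean plus 3 SD, cut at about 35% in these data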;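 further: 0% = median DMSO wells and 100% = median Neomycin B control wells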
# Target sequence (P05866 whole entry, looked up): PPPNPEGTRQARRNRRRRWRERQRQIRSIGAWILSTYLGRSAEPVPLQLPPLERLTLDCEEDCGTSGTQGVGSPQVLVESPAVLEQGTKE
#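 assay system = Cy5-tagged RRE RNA duplex with fluorescein-tagged Rev peptide | incubation = 5 + 15 min at 25 °C | also added = labelled Rev peptide | measure = % inhibition of FRET ratio versus controls | benchmarks = DMSO wells as 0% and neomycin B wells as 100% inhibition | measured by = FRET fluorescence readout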
# ERa coact inh = ERα–SRC-1 coactivator interaction inhibitors, primary screen, biochemical, TR-FRET, ERα LBD, estradiol-bound; inhibition, % at 25.6 µM; hit rate 1.7% among 86,000; AID 629, 2007; TR-FRET ER-alpha LBD / SRC-1 peptide; Estrogen receptor (Homo sapiens), P03372; in the data active means inhibition above about 50%;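 further: 0% = receptor plus peptide control and 100% = peptide only without receptor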
# ERb coact inh = inhibitors of ERβ-SRC1 coactivator interaction, primary screen, biochemical, TR-FRET, ERβ LBD, SRC-1 peptide; Estrogen receptor beta (Homo sapiens), Q92731; TR-FRET ER-beta LBD / SRC1-Cy5 peptide binding; receptor agonist-loaded with 1 µM estradiol; inhibition, % at 25.6 µM; hit rate 1.3% among 86,000;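 active means compounds whose percent inhibition of the receptor-coactivator binding signal exceeds about 50% in the single-dose screen, limit read from the data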;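 further: 0% = receptor plus peptide wells without compound and 100% = peptide-only wells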
# ERa SRC1 pot = enhancers of ERα–SRC-1 coactivator binding, primary screen, biochemical, TR-FRET, ERα LBD, low estradiol | Estrogen receptor (Homo sapiens), P03372 | TR-FRET ERalpha-LBD/SRC-Cy5 coactivator binding, 2 h; 100 = basal binding, no effect | coactivator binding (% of control), % at 25.6 µM | hit rate 1.3% among 86,000; in the data active means activity above about 200%;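 further: binding measured in presence of low estradiol as agonist stimulus; 0% = peptide alone without receptor and 100% = receptor with peptide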
# Mac1 fbg inh = inhibitors of CD11b/CD18 adhesion to fibrinogen, primary screen, K562 cells, luminescence | inhibition, % at 10 µM | hit rate 0.54% among 93,000 | ATPlite luminescence; Mn2+ added to activate the integrin | AID 1497, 2009 | Integrin beta-2 (Homo sapiens) + Integrin alpha-M (Homo sapiens), P05107+P11215;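 active means primary inhibition of 50% or more at 10 µM, then 40% or more on retest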; further: some results filed as inactive read as strong as hits
# * marks the source's active call; other numbers are inactive results; · = not tested or not shown; & = joins results of further samples; [ ] = remark or other dose.
# Preview, 3 compounds:
SMILES,PLK1 inh,Plk1 PBD FP,Mac1 fbg enh,FAK blocker,HIV Rev-RRE inh,ERa coact inh,ERb coact inh,ERa SRC1 pot,Mac1 fbg inh
O=C(Cn1c(=O)oc2cc(S(=O)(=O)N3CCCC3)ccc21)N1CCN(c2ccccc2)CC1,3,5,-1,4,2,16,7,102[fluorescence artefact?],2
COc1ccc(C2Nc3ccccc3C(=O)N2c2ccc(C)cc2)cc1Cn1nc(C)c([N+](=O)[O-])c1C (stereo not drawn),-4,-4,-5,-2,-3,·,·,·,8
O=C(OCCN1C(=O)CCC1=O)c1ccc(S(=O)(=O)N2CCCCC2)cc1,-6,15,6,2,8,-2,-11,132,-18

# Results, repeating the preview:
SMILES,PLK1 inh,Plk1 PBD FP,Mac1 fbg enh,FAK blocker,HIV Rev-RRE inh,ERa coact inh,ERb coact inh,ERa SRC1 pot,Mac1 fbg inh
O=C(Cn1c(=O)oc2cc(S(=O)(=O)N3CCCC3)ccc21)N1CCN(c2ccccc2)CC1,3,5,-1,4,2,16,7,102[fluorescence artefact?],2
COc1ccc(C2Nc3ccccc3C(=O)N2c2ccc(C)cc2)cc1Cn1nc(C)c([N+](=O)[O-])c1C (stereo not drawn),-4,-4,-5,-2,-3,·,·,·,8
O=C(OCCN1C(=O)CCC1=O)c1ccc(S(=O)(=O)N2CCCCC2)cc1,-6,15,6,2,8,-2,-11,132,-18
COC(=O)C1=CN(CCCN2CCCC2=O)C=C(C(=O)OC)C1c1ccccc1C(F)(F)F,3,4,-2,6,-5,3[fluorescence artefact?],-4[fluorescence artefact?],115[fluorescence artefact?],-9
O=C(O)C(Cc1ccccc1)N1C(=O)c2ccccc2C1=O (stereo not drawn),-3,-23,-4,-1,9,-5,-5,92,-2
COc1ccc2c(c1)[nH]c1c(=O)n(CCCN3CCOCC3)cnc12,-11,23,-5,1,2,-8,0,80,6
CCOC(=O)c1cnn(Cc2ccccc2)c1N,-13,-15,·,0,4,-13,-12,108,·
COc1ccc(NC(=O)CSc2ccc3c(c2)OCCO3)cc1OC,-16,22,-2,-4,1,-9,1,116,-13
O=C(C1CCCO1)N1CCN(Cc2c(O)ccc3ccccc23)CC1 (stereo not drawn),-9,-14,1,1,7,·,·,·,1
COc1ccc(-c2noc(CCC(=O)Nc3nc4ccccc4s3)n2)cc1,-8,-23,-2,0,4,14,-2[fluorescence artefact?],208*[fluorescence artefact?],-13
Cc1[nH]c(=O)[nH]c(=O)c1S(=O)(=O)N1CCC(C(=O)N2CCN(Cc3ccccc3)CC2)CC1,-37,-19,-4,-1,5,-5,-7,110,1
O=C(Cc1ccc(F)cc1)Nc1ccc(F)c([N+](=O)[O-])c1,12,-4,14,3,-1,·,·,·,-16
O=C(CCc1nc2ccccc2c(=O)[nH]1)N1CCN(C/C=C/c2ccccc2)CC1,-6,10,-1,-1,6,-2,7,122,14
COc1ccccc1NC(=O)CSc1nnc(-c2ccco2)o1,-6,-18,-1,-5,-5,-8,-5,103[fluorescence artefact?],-7
COc1ccccc1N1CCN(C(=O)c2cc(-c3ccco3)on2)CC1,-3,-9,2,-2,6,3,2,101,-8
O=C(Nc1ccc(Oc2ccc(NC(=O)C3CCCO3)cc2)cc1)C1CCCO1 (stereo not drawn),·,·,-1,·,·,-9,-5,112,3
Cn1ccnc1Sc1nc(Nc2cccc(Cl)c2)nc(N2CCOCC2)n1,-10,-13,-2,-2,7,1,-3,93,-2
COc1ccc(OC)c(-n2c(O)cnc2Nc2nc(C)cc(C)n2)c1,-2,-11,6,-8,7,-7[fluorescence artefact?],5,110,-6
CN(C)CCNC(=O)c1cc2ccccc2oc1=O,-17,-18,-1,3,8,3,-10,114,-8
Cc1ccccc1-n1c(SCC(=O)N2CCOCC2)nc(O)cc1=O,-2,0,0,-2,7,-11,2[fluorescence artefact?],106,-2
CCOc1ccc(C(C)(C)C)cc1S(=O)(=O)N1CCOCC1,-7,-14,0,-7,2,-1,1,117,14
Cc1ccc(-c2nc3c(cnn3-c3ccccc3)c(=O)o2)cc1,-6,12,-2,1,1,14,2,101,4
CN1C(=O)CC(N2CCC(c3nc4ccccc4s3)CC2)C1=O (stereo not drawn),-8,-6,·,0,3,4,3,127,·
O=C1NC(=O)C2(CCc3ccccc32)N1 (stereo not drawn),-10,16,·,-1,5,4,-6,112,·
CCC(NC(=O)Nc1ccc(O)cc1)(C(F)(F)F)C(F)(F)F,3,-17,-1,20*,5,-17,5,103,2

# Next entries
SMILES,PLK1 inh,Plk1 PBD FP,Mac1 fbg enh,FAK blocker,HIV Rev-RRE inh,ERa coact inh,ERb coact inh,ERa SRC1 pot,Mac1 fbg inh
CCS(=O)(=O)N1CCC(c2nc(-c3ccc(C)cc3)no2)CC1,-10,-23,-1,-5,7,-4,-7,122,-14
CCCCNC(=O)c1onc(CSc2ccc(OC)cc2)c1C(=O)O,-7,-2,-7,-1,4,·,·,·,10
Cc1onc(-c2ccccc2Cl)c1C(=O)N/N=C(\N)COc1ccc(Cl)cc1,-13,-25,-5,0,4,·,·,·,-6
CCOC(=O)c1c(NC(=O)c2ccc(Cl)s2)sc(C)c1C,·,·,-2,·,·,6,8[fluorescence artefact?],108,7
COc1ccccc1OCCn1cc(C(=O)c2ccco2)c2ccccc21,1,-7,0,-1,14,-3,-8,114,12
Cc1ccc(-c2nn(-c3ccccc3)cc2/C=C(\C#N)c2cccc(C#N)c2)o1,-9,-10,28,1,2,-8,-9,112[fluorescence artefact?],-11
CCNCC(=O)N1c2ccccc2CCc2ccc(NC(C)=O)cc21,3,8,·,2,7,-1,-7,125,·
CSC1=C(C#N)C(c2ccccc2C)C(C#N)=C(N)N1 (stereo not drawn),-12,-20,-4,3,4,10,1,104,25
O=C1CCCN1c1cccc(Br)c1,-10,-4,·,-3,7,-2,-7,53,·
CC(C)n1c(=S)[nH]c2ccccc2c1=O,-4,1,·,7,10,-8,-20,91,·
COCCCn1c(C)nc2c(c1=O)c1nc3ccccc3nc1n2CCc1ccccc1,-7,19,-2,3,-4,·,·,·,-21
O=C(Nc1cccc2ccccc12)N1CC=CCC1,-1,9,-2,-1,6,8[fluorescence artefact?],2[fluorescence artefact?],109,-4
CC(C)COc1ccccc1C(=O)NC(CO)C(=O)O (stereo not drawn),-9,-17,-2,1,8,-8,3,107,-10
O=C(Nc1ccccc1Cl)NC1(C(=O)NCCCN2CCOCC2)CCCCC1,-12,-11,2,-3,-2,5[fluorescence artefact?],3[fluorescence artefact?],146,-8
Cc1ccc(-c2nnc(N(C)C(=O)c3cccnc3)s2)cc1,-5,-15,·,6,7,0,18[fluorescence artefact?],90,·
CC(C)CNC(=O)CSc1nnc(CN2CCCCCC2=O)n1-c1ccccn1,-19,36,-6,9,8,-143[fluorescence artefact?],-3,114,-10
CN(C)c1nc(OCC(=O)NC(C)(C)C)nc(N(C)C)n1,-1,3,-1,-2,0,-7,-8,100,-17
CCn1c(SCc2nc3ccccc3c(=O)[nH]2)nc2ccccc2c1=O,-5,-21,·,8,3,3,-4,105,·
CCOC(=O)N1CCN(C(=O)CN(Cc2ccc(Cl)cc2)S(C)(=O)=O)CC1,4,-7,-8,-9,0,1,-3,110,18
CC(C)(C#CCN1CCCC1)OCCC#N,-9,8,2,7,9,-11,-3,110,5
COc1cc(NS(=O)(=O)c2ccc(NC(=O)c3ccc(C)o3)cc2)nc(OC)n1,-9,-10,-3,0,7,1[fluorescence artefact?],-1,97,1
COc1ccc(/C=C2/SC(c3ccc(C)cc3)=NC2=O)cc1OC,-33,-61,-1,0,114*[fluorescence artefact?],·,·,·,6
CCOC(=O)c1ccoc1CSCc1ccc(C(=O)OC)o1,-1,-17,-1,0,5,8[fluorescence artefact?],6[fluorescence artefact?],103,-31
Cc1ccc(C(=O)OCC(=O)Nc2ccc3c(c2)OCO3)o1,-8,-19,·,0,6,-10[fluorescence artefact?],33,89,·
CCC(=O)N1CCc2cc(S(=O)(=O)CCC(=O)Nc3ccc(CC)cc3)ccc21,-13,-26,2,-3,11,-2,-1,93,-10

# Next entries:
SMILES,PLK1 inh,Plk1 PBD FP,Mac1 fbg enh,FAK blocker,HIV Rev-RRE inh,ERa coact inh,ERb coact inh,ERa SRC1 pot,Mac1 fbg inh
CC12CCC(C(=O)O)(C/C1=N\O)C2(C)C (stereo not drawn),-4&-10,-23&7,-6,-1&-1,8&6,1&-7[fluorescence artefact?],1&-13[fluorescence artefact?],96&117[fluorescence artefact?],-2
COc1ccc2nc(NC(=O)C3COc4ccccc4O3)sc2c1 (stereo not drawn),-19,32,6,0,4,2[fluorescence artefact?],6,103,6
Cc1ccc(NC(=O)Cn2cnc3sc(C(=O)NCCN(C)C)c(C)c3c2=O)cc1Cl,-16,-30,·,4,14,1,-15,109,·
Cc1csc(NC(=O)CN2CCCCCC2)n1,-1,10,·,-2,4,0,-6,113,·
CCOc1ccc(OCCSc2nnnn2C2CCCCC2)cc1,-13,8,-3,4,17,22,18,92,12
Cc1cc(Cl)ccc1OCCCC(N)=O,-6,-21,2,-3,9,34,-3,94,-8
Cc1ccc(-n2nc(-c3cccs3)cc2C(=O)NCC2CCCO2)c(C)c1 (stereo not drawn),10,-7,6,-3,5,-1,8,93,-16
CO/N=C/NC(=O)c1cn(-c2ccc(F)cc2)c(=O)c2ccccc12,-11,-20,-5,1,-1,·,·,·,12
COc1ccc(C2C(C(=O)c3ccco3)=C(O)C(=O)N2Cc2cccnc2)cc1OC (stereo not drawn),-2,-18,6,-4,-1,-2,-4[fluorescence artefact?],104,7
CCOC(=O)C1(C)/C(=N/Nc2ccc(Cl)cc2)C(=O)C(=O)N1c1ccccc1 (stereo not drawn),-11,-2,-3,-3,5,-4,-7[fluorescence artefact?],92,-7
CCN(CC)CCCN1C(=O)C(O)=C(C(=O)c2ccco2)C1c1cc(OC)ccc1OC (stereo not drawn),·,·,0,·,·,-6,-5,125,-1
COc1ccc(OC)c(C2C(C(=O)c3cc4ccccc4o3)=C(O)C(=O)N2c2cc(C)on2)c1 (stereo not drawn),-2,-19,-2,0,11,6,8,102,21
CC(=O)N1c2c(ccc3ccccc23)C(C)CC12CCCCC2 (stereo not drawn),0,5,0,-1,15,0,-4,95,-6
COc1ccc(O)c(C2=Nc3ccccc3N=C(c3ccco3)C2)c1,-6,15,·,12,0,·,·,·,·
COc1cc(=O)[nH]c(=O)n1CC(=O)c1ccccc1,-4,-21,·,0,3,·,·,·,·
O=C(c1ccco1)N1CCN(c2ccc(Cl)c(Cl)c2)CC1,-4,-5,·,4,8,·,·,·,·

# Two entries from above, reformatted:
Structure: Cc1cc(Cl)ccc1OCCCC(N)=O
  PLK1 inh: -6
  Plk1 PBD FP: -21
  Mac1 fbg enh: 2
  FAK blocker: -3
  HIV Rev-RRE inh: 9
  ERa coact inh: 34
  ERb coact inh: -3
  ERa SRC1 pot: 94
  Mac1 fbg inh: -8
Structure: Cc1ccc(-n2nc(-c3cccs3)cc2C(=O)NCC2CCCO2)c(C)c1 (stereo not drawn)
  PLK1 inh: 10
  Plk1 PBD FP: -7
  Mac1 fbg enh: 6
  FAK blocker: -3
  HIV Rev-RRE inh: 5
  ERa coact inh: -1
  ERb coact inh: 8
  ERa SRC1 pot: 93
  Mac1 fbg inh: -16
